Coupling enz – inhibits coupling enzyme system, counter-screen for aldolase hits. coupling enzyme system counterscreen, AmpLite Red fluorescence. AID 2472. activity change, negative = inhibition, % at 58.2 µM, hits read low. actives 0.67% (n = 290,000); in the data active = activity change below about -30%
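Fluorescence at 525 nm excitation and 598 nm emission measured inhibition of the coupled detection system without aldolase. Compounds (at 57.5 uM final) were preincubated 10 min at room temperature with coupling enzyme reagent before a 20 min substrate/AmpLite Red step.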
B2AR arrestin – agonists driving beta-arrestin recruitment to human beta2-adrenergic receptor; Potency, µM (top dose mostly 46.1 µM), without a hit: at the top dose activation, hits mostly activators; AID 492947; P07550; beta-arrestin recruitment to beta2AR, cell-based reporter; actives 0.02% (n = 330,000);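 also: potency is read from the fitted curve at half-maximal effect; 0% = DMSO controls and full agonism = EC100 isoproterenol or metaproterenol; nearly all actives have a fitted effect of over 65% in size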
KCNH2 3.1 block – inhibitors of human KCNH2 3.1 potassium channel isoform; U2OS KCNH2 3.1, thallium flux FluxOr; stronger effect = lower value; activity change, % (tested at about 1.8 µM); actives 0.95% (n = 340,000); AID 720553;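 active = maximum activity change below -70%; inconclusive = maximum activity change from -70% to -50%; inactive = maximum activity change above -50%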;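 also: thallium influx rate constant from kinetic fluorescence after stimulation buffer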
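Steps: virus added to U2OS suspension (4 h, RT, dark); medium with 10% FBS added, cells plated, 37 C overnight; FluxOr/Red40 loading buffer 45 min RT; stimulation buffer, 2 min kinetic read; rate constant normalized.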
KCNH2 WT inh – blocks the wildtype human KCNH2 potassium channel; AID 720551; actives 0.37% (n = 340,000); activity change, % at 1.84 µM; U2OS, BacMam KCNH2, thallium flux FluxOr; stronger effect = lower value;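 active = maximum activity change below -70%; inconclusive = maximum activity change between -70% and -50%; inactive = maximum activity change above -50%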
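U2OS cells were transduced with wild-type KCNH2 virus (2.03 x 10^8 / mL) for 4 h at room temperature, then cultured overnight at 37 C. Thallium flux was read with FluxOr dye. Rate constants were normalized to DMSO controls.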
USP2a block – USP2a (human) protease inhibition | actives 0.01% (n = 330,000) | O75604 | AID 463254 | Potency, µM (titrated, usually from 38.3 µM), without a hit: at the top dose activity change, negative = inhibition, hits mostly inhibitors | USP2 core, Ub-CHOP2 coupled fluorogenic reporter, 485/531;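 also: potency is read from the fitted curve at half-maximal effect; plate controls were DMSO wells for no effect and full inhibition by NEM control for full effect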
Target sequence (O75604 whole entry, looked up): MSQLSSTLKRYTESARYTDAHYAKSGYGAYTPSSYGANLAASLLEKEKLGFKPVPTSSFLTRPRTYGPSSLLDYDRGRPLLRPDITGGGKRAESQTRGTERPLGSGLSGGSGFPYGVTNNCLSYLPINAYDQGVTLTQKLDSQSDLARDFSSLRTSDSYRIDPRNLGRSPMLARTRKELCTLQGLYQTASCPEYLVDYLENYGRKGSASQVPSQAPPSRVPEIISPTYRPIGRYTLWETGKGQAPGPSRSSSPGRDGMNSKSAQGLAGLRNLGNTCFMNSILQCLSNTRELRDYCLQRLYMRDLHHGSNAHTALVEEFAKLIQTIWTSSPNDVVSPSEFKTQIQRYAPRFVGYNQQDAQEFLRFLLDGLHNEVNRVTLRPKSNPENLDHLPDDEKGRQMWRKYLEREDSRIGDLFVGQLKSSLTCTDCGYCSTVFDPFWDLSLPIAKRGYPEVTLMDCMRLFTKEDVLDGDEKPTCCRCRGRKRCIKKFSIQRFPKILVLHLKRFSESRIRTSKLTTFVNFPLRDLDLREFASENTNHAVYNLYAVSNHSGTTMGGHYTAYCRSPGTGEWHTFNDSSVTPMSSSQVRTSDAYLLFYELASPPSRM
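Deubiquitinase activity read as fluorescence (485/531 nm) after Ub-CHOP2 cleavage activates the enterokinase reporter on its substrate; USP2 core 10nM, Ub-CHOP2 and substrate 25nM each, 30min compound preincubation then 60min RT; data normalized to NEM, curves fitted.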
Eya2 phos inh – blocks the phosphatase activity of human Eya2. AID 488837. Potency, µM (top dose mostly 76.9 µM), for the others: at the top dose activity, negative = inhibition, actives largely listed as inhibitors. recombinant Eya2, OMFP fluorescence dephosphorylation (OMFP is methylfluorescein phosphate). O00167. actives 0.006% (n = 330,000); also: potency is read from the fitted curve at half-maximal effect
Target sequence (O00167 whole entry, looked up): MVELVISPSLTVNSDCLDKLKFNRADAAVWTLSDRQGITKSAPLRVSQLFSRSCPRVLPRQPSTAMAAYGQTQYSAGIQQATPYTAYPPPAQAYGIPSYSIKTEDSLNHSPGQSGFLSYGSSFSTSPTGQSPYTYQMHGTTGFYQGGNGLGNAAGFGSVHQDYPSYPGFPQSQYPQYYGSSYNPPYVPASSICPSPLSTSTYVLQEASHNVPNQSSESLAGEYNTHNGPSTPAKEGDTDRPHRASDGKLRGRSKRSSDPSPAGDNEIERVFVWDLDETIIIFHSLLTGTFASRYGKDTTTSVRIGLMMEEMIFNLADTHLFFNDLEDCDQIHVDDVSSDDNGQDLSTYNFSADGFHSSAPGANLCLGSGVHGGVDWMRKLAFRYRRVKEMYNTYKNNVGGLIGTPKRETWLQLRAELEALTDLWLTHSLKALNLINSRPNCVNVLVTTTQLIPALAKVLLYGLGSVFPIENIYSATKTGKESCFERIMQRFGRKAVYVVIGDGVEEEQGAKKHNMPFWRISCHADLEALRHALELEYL
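Eya2 (0.2 uM) preincubated 10 min at ambient with compound, then OMFP substrate added at 50 uM; 10 min reaction in 50 mM HEPES pH 7.5, 50 mM NaCl, 5 uM MgCl2, 0.05% BSA, 1 mM DTT. Fluorescence read at Ex 485/Em 525 nm.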
GALK inhibitor – galactokinase (human) inhibition | Purified GALK, Kinase-Glo residual ATP luminescence | Potency, µM (series often up to 57.5 µM), for the others: top-dose activity change, negative = inhibition, hits mostly inhibitors | P51570 | actives 0.007% (n = 270,000) | AID 1868; also: potency is read from the fitted curve at half-maximal effect
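Compounds were pin-transferred into ATP buffer (35 uM final), then GALK plus galactose (5 nM, 100 uM final) was added. After 1 h at room temperature, Kinase-Glo Plus was added and luminescence read after 10 min.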
PKM2 activator – PKM2 (human) enzyme activation; purified PKM2, Kinase-Glo ATP luminescence, activation; response scale: 0% is enzyme alone, no compound; P14618; Potency, µM (doses to about 57.5 µM), for the others: top-dose activation, actives largely listed as activators; actives 0.34% (n = 260,000); also: potency is read from the fitted curve at half-maximal effect; nearly all actives have a fitted effect of over 55% in size
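ATP formation by purified human PK-M2, quantified via coupled luciferase luminescence after 1 h at room temperature with 0.1 mM ADP and 0.5 mM PEP final.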
Giardia killer – Giardia lamblia killing. AID 540267. actives 0.15% (n = 340,000). Giardia lamblia trophozoite viability. activity change, % at 7.66 µM, hits read low; in the data active = activity change below about -80%; inconclusive = between about -30% and that limit;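 also: parasites exposed to compound for two days anaerobically before the ATP read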
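Each well holds 100 Giardia trophozoites and compound. After two days (48 hrs) at 37 deg C in anaerobic conditions, ATP is quantified by luminescence.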
BCR signal inh – inhibitors of chronic active B-cell receptor signaling; ABC-DLBCL IkBa-CBG/CBR reporter, luminescence ratio, 4 h; Potency, µM (top dose mostly 46.1 µM), for inactives: top-dose ratio change, negative = lower green/red ratio, most hits filed as inhibitors; actives 0.05% (n = 340,000); AID 493014; active = well fitted inhibition curve with a large enough effect in the signal ratio, with a control signal flat, not every such curve was filed as active; inconclusive = small, poorly fitted or top-dose-only effect, or effect the other way, or a change in a side signal; the % refers to the signal ratio;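 also: potency is read from the fitted curve at half-maximal effect; plate controls were basal doxycycline-induced cells for no effect and cells given 10 µM MG132 for full effect; MG132 reads +100%, hits lower the ratio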
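Cell line TMD8 (human ABC DLBCL), stably expressing tet-inducible CBG68-IkBa fusion and CBR; IMDM/0.5% FBS; cpd up to 46 uM; dox induction, 4 h, 37C/5% CO2; dual luminescence; green/red ratio; MG132 control.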
uPA generation – cell surface uPA generation inhibition. cell surface uPA generation assay, qHTS. Potency, µM (series often up to 38.3 µM), inactives show top-dose activity change, negative = inhibition, most hits filed as inhibitors. actives 0.31% (n = 330,000). AID 540303; active = well fitted inhibition curve with a large enough effect; inconclusive = small, poorly fitted or top-dose-only effect; inactive = no such curve, though single readings can be large or run the other way; tested in mouse RAW 264.7 cells; also: potency is read from the fitted curve at half-maximal effect; nearly all actives have a fitted effect of over 55% in size
An asterisk follows results filed as active; ? = inconclusive; . = not tested or not shown; & = joins results of further samples; [ ] = dose if it differs, or a comment. Unless noted, calls follow the shape of the dose curve; as a rule, active = well fitted curve in the direction sought with a large enough effect; inconclusive = small, poorly fitted or top-dose-only effect, or another doubt; inactive = no such curve, though single readings can be large; an effect the other way counts as inactive or inconclusive. Unless noted, % is scaled to controls: 0 for no effect and ±100 for the full control effect.

| No. | Compound | Coupling enz | B2AR arrestin | KCNH2 3.1 block | KCNH2 WT inh | USP2a block | Eya2 phos inh |
| --- | --- | --- | --- | --- | --- | --- | --- |
| 1 | COCc1[nH]nc2c1C1(C(=O)N(C)c3ccccc31)C(C#N)=C(N)O2 (stereo unspecified) | 1 | 0.1% | 3 | 9 | 0% | 30% |
| 2 | O=C(NCc1ccc2c(c1)OCO2)c1c(O)nc2sccn2c1=O | . | -0.1% | 5 | 0 | 1% | -17% |
| 3 | Cc1c(C(C)(C)C)s/c(=N/S(=O)(=O)c2ccccc2)n1C | 0 | -0.1% | 2 | 11 | -1% | 14% |
| 4 | c1coc(C2OCC3(CO2)COC(c2ccco2)OC3)c1 (stereo unspecified) | -3 | -0.8% | 5 | 3 | 1% | 11% |
| 5 | COc1ccc(/C=N/n2c(SC)nnc2-c2ccccc2)cc1C | 21 | . | 2 | 5 | . | . |
| 6 | O=C(c1ccc2nc(N3CCOCC3)sc2c1)N1CCCC1 | 1 | 0.0% | 12 | -7 | 1% | 27% |
| 7 | CCCCN(C)C(=O)C1CCCN(S(=O)(=O)c2ccc3c(c2)oc(=O)n3C)C1 (stereo unspecified) | 2 | -0.8% | 30 | -10 | 1% | 10% |
| 8 | Cc1ccc(C(=O)CSc2n[nH]c(-c3ccco3)n2)cc1C | -1 | -0.2% | 23 | -8 | 0% | -41% |
| 9 | COc1cc(/C=C2\C(=N)N3N=C(S(C)(=O)=O)SC3=NC2=O)ccc1OCCOc1ccccc1C | 7 | 0.0% | 6 | 2 | 0% | -13% |
| 10 | COc1ccc(C(=O)Nc2c(Cl)cc(Cl)cc2C(=O)N2CCOCC2)cc1 | 1 | -0.2% | -3 | -11 | -1% | -29% |
| 11 | Cc1ccc(S(=O)(=O)N2CCN(C(=O)CN3C(=O)c4ccccc4C3=O)CC2)c(C)c1 | . | -0.1% | 2 | -12 | 5% | -12% |
| 12 | Cc1ccc(S(=O)(=O)N2CCC(C(=O)OCC(=O)N(Cc3ccccc3)C(C)(C)C)CC2)cc1C | . | -0.9% | -2 | 6 | -9% | -10% |

| No. | GALK inhibitor | PKM2 activator | Giardia killer | BCR signal inh | uPA generation |
| --- | --- | --- | --- | --- | --- |
| 1 | 5% | -2% | 15 | 2% | 5% |
| 2 | . | . | -7 | -2% | -10% |
| 3 | -5% | 2%[11.5 µM] | 7 | -25% | -4% |
| 4 | 0% | 0% | 0 | 1% | 3% |
| 5 | -1% | 0% | -18 | . | -10% |
| 6 | 3% | 3% | -28 | ? | 4% |
| 7 | . | 8% | 11 | 0% | -12% |
| 8 | -3% | 7% | 6 | 7% | 1% |
| 9 | . | . | -2 | ? | 1% |
| 10 | 0% | 1% | 37[activator] | 2% | 5% |
| 11 | . | . | -15 | 0% | -4% |
| 12 | . | . | -9 | ? | 0% |

An excerpt from above in order of their number in B2AR arrestin, largest number first:
No. | molecule | B2AR arrestin
1 | COCc1[nH]nc2c1C1(C(=O)N(C)c3ccccc31)C(C#N)=C(N)O2 (stereo unspecified) | 0.1%
4 | c1coc(C2OCC3(CO2)COC(c2ccco2)OC3)c1 (stereo unspecified) | -0.8%
12 | Cc1ccc(S(=O)(=O)N2CCC(C(=O)OCC(=O)N(Cc3ccccc3)C(C)(C)C)CC2)cc1C | -0.9%

More compounds:
| No. | Compound | Coupling enz | B2AR arrestin | KCNH2 3.1 block | KCNH2 WT inh | USP2a block | Eya2 phos inh |
| --- | --- | --- | --- | --- | --- | --- | --- |
| 13 | CN(CC(=O)Nc1ccc(Cl)c(Cl)c1)C(=O)/C=C/c1ccc(F)cc1 | 3 | 0.8% | -3 | -2 | 3% | -8% |
| 14 | CCOC(=O)c1ccc(NC(=O)CSc2nc3ncccc3[nH]2)cc1 | 3 | -0.5% | 0 | -5 | 3% | 2% |
| 15 | O=S(=O)(Nc1ncnc2scc(-c3ccc(F)cc3)c12)c1cc(F)ccc1F | 9 | -0.2% | 7 | -12 | 0% | -8% |
| 16 | CCOC(=O)C1CN(S(=O)(=O)c2ccc(Cl)cc2)c2cc(S(=O)(=O)CC)ccc2O1 (stereo unspecified) | -7 | 0.5% | -7 | 1 | 4% | 1% |
| 17 | Cc1ccc(CCNC(=O)C2CCN(S(=O)(=O)c3cccc4cccnc34)CC2)cc1 | . | 0.2% | -2 | 5 | 4% | -4% |
| 18 | CCCc1nc2ccccc2c(C(=O)OCC(=O)NC2CC2)c1CC | . | -0.1% | -5 | -4 | 4% | 4% |
| 19 | Cc1cc(C)c2nc(N(CCCN(C)C)C(=O)c3ccc4c(c3)OCCO4)sc2c1 | . | -0.3% | -86* | -8 | 0% | -23% |
| 20 | NNC(=O)c1oc2nc(-c3ccco3)cc(-c3ccco3)c2c1N | -2 | 0.0% | -2 | -5 | 2% | 7% |
| 21 | CCOC(=O)c1cc(NC(=O)c2ccc(OC)cc2)c(=O)oc1-c1ccccc1 | 3 | 0.0% | 8 | 6 | 0% | -9% |
| 22 | Cc1ccc(N=Cc2c(O)ccc3ccccc23)cc1F | -47* | 0.4% | 19 | 22 | 0% | -12% |
| 23 | Cc1nnc(SCc2ccc([N+](=O)[O-])cc2)[nH]c1=O | 10 | 0.0% | -21 | -3 | 1% | 11% |
| 24 | Cc1ccc(NC(=O)c2oc3c(c2C)C(=O)CC(C)(C)C3)cc1 | 4 | -0.2% | 1 | 0 | -1% | -22% |

| No. | GALK inhibitor | PKM2 activator | Giardia killer | BCR signal inh | uPA generation |
| --- | --- | --- | --- | --- | --- |
| 13 | -4% | 0% | -2 | 6% | 4% |
| 14 | 4% | -4% | 0 | -1% | -4% |
| 15 | -3% | -4% | ? | 0% | -17% |
| 16 | 1% | -2% | 14 | 2% | 1% |
| 17 | 0% | . | 4 | 0% | -5% |
| 18 | . | . | 2 | 1% | -1% |
| 19 | . | . | 14 | ? | 2% |
| 20 | 2% | -2% | -23 | ? | 1% |
| 21 | 0% | 14% | 6 | 1% | -3% |
| 22 | . | 0% | -11 | ? | 2% |
| 23 | 1% | -2% | ? | 2% | -1% |
| 24 | -1% | 2% | -7 | 8% | 4% |

The listing continues:
| No. | Compound | Coupling enz | B2AR arrestin | KCNH2 3.1 block | KCNH2 WT inh | USP2a block | Eya2 phos inh |
| --- | --- | --- | --- | --- | --- | --- | --- |
| 25 | NC(=O)CNC(=O)[C@@H]1CC2(CC(c3ccccc3)=NO2)CN1C(=O)c1ccc(Br)cc1 (stereo partly specified) | 0 | 0.5% | 5 | -26 | 0% | -12% |
| 26 | COc1ccc(CCNC(=O)COC(=O)Cc2c[nH]c3ccccc23)cc1OC | . | 0.3% | 3 | 21 | 0% | -4% |
| 27 | Cc1cc(-c2ccc(N3CCOCC3)cc2)nc2ccccc12 | -1 | 0.3% | -8 | -13 | 5% | -5% |
| 28 | N#CC1=C2N=C(N)c3ccccc3N2C2=C(C(=O)CCC2)C1c1cccc(Cl)c1 (stereo unspecified) | 0 | -2.0% | -17 | -13 | -3% | -2% |
| 29 | CCCCSc1nn[nH]n1 | 1 | 0.1% | -33 | 0 | 0% | 9% |
| 30 | O=C(COC(=O)/C=C/c1cn(-c2ccccc2)nc1-c1ccc2c(c1)OCCO2)NC1CCS(=O)(=O)C1 (stereo unspecified) | 0 | -0.3% | 3 | 3 | 1% | -18% |
| 31 | COc1ccc(S(=O)(=O)NCc2ccccn2)cc1Cl | 2 | -1.2% | 16 | 3 | -2% | -1% |
| 32 | COc1ccc(Oc2c(C(F)(F)F)oc3cc(OCC(=O)O)ccc3c2=O)cc1 | 7 | 0.5% | 1 | 16 | 1% | 6% |
| 33 | Cc1cc(C2=NNC(=NCCc3ccccc3)SC2)c(C)n1CC1CCCO1 (stereo unspecified) | -7 | -0.3% | 9 | -2 | -9% | -3% |
| 34 | COc1cccc(C(=O)Nc2ccc(N(C)C)cc2)c1OC | -6 | -0.3% | -12 | -8 | -1% | 10% |
| 35 | O=C(/C=C/c1ccccc1)NCCc1ccc2c(c1)OCCO2 | 0 | 0.1% | 0 | 2 | -5% | -2% |
| 36 | CCCCC1=CC2=CC(=O)C(C)(OC(=O)CC)C(=O)C2=CN1CC(C)C (stereo unspecified) | -13&-29 | -0.7% | 24 | 15 | -1% | -6% |

| No. | GALK inhibitor | PKM2 activator | Giardia killer | BCR signal inh | uPA generation |
| --- | --- | --- | --- | --- | --- |
| 25 | -2% | -1% | 0 | -1% | 1% |
| 26 | . | . | 11 | -19% | 0% |
| 27 | -3% | -3% | 0 | ? | -5% |
| 28 | . | 6% | -17 | -16% | 5% |
| 29 | -3% | -1% | -9 | 2% | 2% |
| 30 | 4% | -3% | -4 | -14% | 5% |
| 31 | 2% | 1% | 3 | ? | 3% |
| 32 | . | . | 2 | 0% | -1% |
| 33 | 1% | 7% | 2 | 10% | -3% |
| 34 | -2% | 15% | -19 | ? | -4% |
| 35 | 0% | 2% | -16 | ? | -6% |
| 36 | 7% | 0%[11.5 µM] | 16 | 1% | 1% |

Screens: PubChem, National Center for Advancing Translational Sciences (NCATS)
